# Compound activity (PubChem)
# PG9 Ab binder: binders of HIV-1 gp120 antibody PG9, primary screen, biochemical, TR-FRET | HIV-1 gp120 / PG9 antibody interaction | TR-FRET gp120-PG9 antibody binding | inhibition, % at 6.7 µM | 360,000 tested, 0.43% active | AID 624416, 2012; in the data active means inhibition above about 8.5%
# ADAM17 inh: ADAM17 inhibitors, primary screen, biochemical, QFRET; AID 720648, 2013; 370,000 tested, 0.83% active; inhibition, % at 6.95 µM; recombinant ADAM17, EDANS/DABCYL FRET peptide cleavage;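 active means inhibition above the mean of compounds lying between control limits plus 3 SD, set per campaign, cut at about 8.5% in these data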;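 further: 0% = DMSO-only wells as the low control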
# Target sequence (P78536 215-824 limits assumed): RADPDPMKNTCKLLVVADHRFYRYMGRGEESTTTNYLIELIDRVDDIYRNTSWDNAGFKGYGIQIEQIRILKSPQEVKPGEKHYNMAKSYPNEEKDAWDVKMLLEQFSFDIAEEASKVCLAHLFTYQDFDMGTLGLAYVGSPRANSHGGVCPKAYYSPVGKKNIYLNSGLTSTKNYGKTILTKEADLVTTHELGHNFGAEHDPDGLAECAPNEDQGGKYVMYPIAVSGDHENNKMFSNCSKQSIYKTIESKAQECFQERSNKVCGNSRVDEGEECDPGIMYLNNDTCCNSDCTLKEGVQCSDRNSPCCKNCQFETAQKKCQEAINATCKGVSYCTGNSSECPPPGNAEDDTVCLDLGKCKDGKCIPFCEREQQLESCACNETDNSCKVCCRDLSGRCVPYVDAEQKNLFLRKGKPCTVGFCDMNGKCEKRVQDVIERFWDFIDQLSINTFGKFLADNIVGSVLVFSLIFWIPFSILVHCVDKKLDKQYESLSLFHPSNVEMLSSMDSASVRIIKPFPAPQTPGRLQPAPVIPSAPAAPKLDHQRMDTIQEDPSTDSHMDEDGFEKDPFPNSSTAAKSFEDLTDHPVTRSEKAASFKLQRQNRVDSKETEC
# NPR1 activator: GC-A stimulated cGMP production enhancers – HEK293 GC-A cells, cGMP TR-FRET, EC30 ANP, primary screen; 0% at EC30 ANP, 100% saturating ANP; activation, % at 10 µM; Atrial natriuretic peptide receptor 1 (Homo sapiens), P16066; 370,000 tested, 0.14% active; AID 1671463, 2021; in the data active means activation above about 40%
# ADAM10 inh: human ADAM10 inhibitors, primary screen, biochemical, QFRET, HTS. Disintegrin and metalloproteinase domain-containing protein 10 (Homo sapiens), O14672. recombinant ADAM10, EDANS/DABCYL FRET peptide cleavage, 3 h. inhibition, % at 7 µM. 370,000 tested, 0.62% active;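 active means inhibition above a per-campaign cutoff equal to the mean of compounds falling between control-based bounds plus 3 SD, cut at about 20% in these data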;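 further: 0% = DMSO wells while the 100% control is not disclosed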
# Target sequence (O14672 214-748 limits assumed): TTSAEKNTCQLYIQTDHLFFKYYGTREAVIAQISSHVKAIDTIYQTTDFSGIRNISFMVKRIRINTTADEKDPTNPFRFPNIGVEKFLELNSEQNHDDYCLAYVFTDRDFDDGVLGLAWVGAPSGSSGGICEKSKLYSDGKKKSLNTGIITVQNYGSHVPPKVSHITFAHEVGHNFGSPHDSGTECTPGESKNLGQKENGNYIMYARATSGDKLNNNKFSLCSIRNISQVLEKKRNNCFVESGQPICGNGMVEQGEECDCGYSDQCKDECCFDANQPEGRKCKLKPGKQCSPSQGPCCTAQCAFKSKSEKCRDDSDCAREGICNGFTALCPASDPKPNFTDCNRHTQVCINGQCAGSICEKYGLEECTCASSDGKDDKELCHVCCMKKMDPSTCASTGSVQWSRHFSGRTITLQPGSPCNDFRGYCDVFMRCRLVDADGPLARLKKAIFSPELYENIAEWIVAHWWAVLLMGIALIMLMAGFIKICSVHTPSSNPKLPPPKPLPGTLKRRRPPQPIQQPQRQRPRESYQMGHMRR
# GAA850 FXN act: FXN promoter activators, primary screen, cell-based, luciferase luminescence, HEK293 lucGAA850. 360,000 tested, 0.56% active. activation, % at 6 µM. AID 540364, 2011. HEK293 lucGAA850 FXN promoter luciferase reporter, 24 h; percent of 10 µM SAHA response;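 active means activation above the average of all compounds screened plus 3 SD, cutoff fixed separately per campaign, cut at about 7.5% in these data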;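 further: 0% = DMSO wells and 100% = 10 µM SAHA wells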
# DAX1 inh-1: DAX1 (NR0B1) inhibitors on StAR promoter, primary screen, cell-based, luminescence, SF-1 (NR5A1), full-length DAX-1; HEK293T StAR-luciferase reporter, SF-1/DAX-1 repression relief; inhibition, % at 6.8 µM; AID 652010, 2013; 370,000 tested, 1.1% active;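 active means inhibition above the mean over all tested compounds plus 3 SD, cut at about 3.6% in these data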;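 further: 0% = DAX-1 cells with DMSO and 100% = cells lacking DAX-1 with DMSO; higher inhibition means more luminescence from relief of DAX-1 repression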
# hgDAF-12 ag: H. glycines DAF-12 receptor agonists, primary screen, cell-based, luminescence, HEK293, GAL4 fusion, UAS-luciferase; Nuclear hormone receptor DAF-12 (Heterodera glycines), GAL4 fusion; HEK293 GAL4-hgDAF12 UAS-luciferase reporter, agonist luminescence; normalized to butyrate control; activation, % at 6.8 µM; 370,000 tested, 1.8% active; AID 687014, 2013;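 active means activation above a cutoff set at the mean of all screened compounds plus 3 SD, cut at about 10% in these data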;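 further: 0% = DMSO wells and 100% = sodium butyrate wells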
# ssDAF12 agonist: S. stercoralis DAF-12 nuclear receptor activators, primary screen, cell-based, luminescence, HEK293, GRIP1 co-expression, lit1-tk-luc; Nuclear hormone receptor DAF-12 (Strongyloides stercoralis); HEK293 ssDAF-12/GRIP1 lit1-tk-luc reporter; % of 3 µM dafachronic acid response; activation, % at 6.8 µM; 370,000 tested, 1% active;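 active means activation above the mean over all tested compounds plus 3 SD, cut at about 0.9% in these data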;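 further: 0% = DMSO-only wells and 100% = 3 µM delta7-dafachronic acid wells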
# DAX1 inh-2: DAX1 (NR0B1) inhibitors, primary screen, cell-based, HEK293, Gal4-DAX1, luciferase luminescence | inhibition, % at 6.75 µM | AID 504766, 2011 | HEK293 Gal4-DAX1 luciferase reporter | 340,000 tested, 0.99% active | Nuclear receptor subfamily 0 group B member 1 (Homo sapiens), P51843;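 active means inhibition above the mean over all tested compounds plus 3 SD, cut at about 4.2% in these data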;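 further: 0% = DAX1-transfected cells with DMSO and 100% = empty-vector control cells with DMSO; inhibition shows as a rise in luminescence from relieved DAX1 repression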
# SMARCA2 act: SMARCA2 (BRM) function activators, primary screen, cell-based, luminescence, high throughput; AID 652017, 2013; 370,000 tested, 1% active; MG213 cells, MMTV-luciferase reporter, dexamethasone, overnight; activation, % at 9.1 µM; in the data active means activation above about 7.8%;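 further: 0% = vehicle wells and 100% = reference activator wells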
# hcDAF12 agonist: H. contortus DAF-12 nuclear receptor activators, primary screen, cell-based, luminescence, HEK293, lit1-tk-luc reporter; HEK293 hcDAF-12 lit1-tk-luc reporter; 0% DMSO, 100% Δ7-dafachronic acid; activation, % at 6.8 µM; 370,000 tested, 1.4% active; AID 652067, 2013;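 active means activation above the mean of all tested compounds plus 3 SD, cut at about 5.5% in these data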;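 further: 100% = response to 3 µM Δ7-dafachronic acid high control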
# Starred values were filed as active, the others as inactive; i = inactive; · = not tested or not shown. No enrichment for hits; about 6.8% have a hit in one of these screens.
SMILES,PG9 Ab binder,ADAM17 inh,NPR1 activator,ADAM10 inh,GAA850 FXN act,DAX1 inh-1,hgDAF-12 ag,ssDAF12 agonist,DAX1 inh-2,SMARCA2 act,hcDAF12 agonist
COc1ccc(C(C)NC(=O)c2ccc(Br)cc2)cc1OC (centres undefined),-0.6,4,-3,5,0.2,-0.1,-2.3,-1.8,0.8,-2,-1.0
COC(=O)c1cccc(NC(=O)CC2C(=O)NCCN2C(=O)Nc2ccccc2)c1 (centres undefined),-1.6,-2,2,0,-2.9,-1.8,1.8,-1.1,0.7,-3,0.1
Cc1ccc(Cn2nnc3c(=O)n(CC(=O)N4CCCCC4)cnc32)cc1,-3.5,-6,1,-1,0.0,0.4,0.3,-0.7,-0.9,-1,0.7
N/C(Cc1ccc(Cl)cc1Cl)=N\OC(=O)c1ccccc1,-2.2,-2,0,5,-0.9,0.0,-0.4,-0.7,1.0,0,-1.0
C=CCn1c(=O)n(C(=O)OCC)c2cc(Br)ccc21,-1.9,-4,12,-1,0.0,-0.5,-6.4,-0.9,-0.6,0,-1.2
COc1ccccc1C(=O)NC(=O)COC(=O)C1CC1C (centres undefined),0.9,-5,1,-2,0.8,1.6,1.5,-0.6,0.5,-1,0.4
O=C(CCCn1c(=S)[nH]c2cc3c(cc2c1=O)OCO3)N1CCN(c2ncccn2)CC1,-0.6,-5,-7,-1,-0.1,-0.6,-2.1,-1.0,-1.1,-3,-0.9
CCOCCCNC(=O)c1cc2c(=O)n(CC)c3ccccc3c2s1,-1.1,-238,9,i,-0.5,-0.9,-2.5,-1.1,-1.6,-1,-2.5
CC[C@H](C)C1NC(=O)[C@H](CC(=O)O)NC(=O)c2cc([N+](=O)[O-])cc(I)c2NCCC(C(N)=O)NC1=O (some centres undefined),2.0,-2,0,-5,0.0,-0.5,-1.9,-0.9,1.3,-1,-1.0
CCc1c(C)nc(SCC(=O)NNC(=O)c2ccco2)[nH]c1=O,-0.4,3,2,-6,1.6,1.3,2.1,-0.2,1.1,0,6.0*
O=[N+]([O-])c1ccc(N/N=C/c2ccccc2)c(F)c1,-3.3,5,8,13,4.3,-0.3,12*,-0.8,0.7,3,1.5
O=C1N[C@@H](Cc2c[nH]c3ccccc23)C(=O)N[C@H]1Cc1ccccc1,-0.6,-3,3,0,0.7,0.1,-0.1,-1.1,-0.1,-3,-0.6
Cc1c(NS(=O)(=O)c2cccc(C(=O)Nc3cccc(F)c3)c2)c(=O)n(-c2ccccc2)n1C,-2.5,2,-5,3,0.5,-4.0,-0.3,-1.0,-1.3,-1,1.6
O=C(COc1ccc(Cl)cc1)OCC(=O)N1CCCCCC1,-0.1,-4,13,-11,-1.7,0.0,-2.2,-0.9,0.6,-1,-0.3
O=[N+]([O-])c1ccc(Sc2ccncn2)c([N+](=O)[O-])c1,-1.4,-4,3,0,71*,-2.8,1.2,-0.7,-2.7,1,0.1
Cc1cccc(NC(=O)CCn2nc(C)cc2C)c1,0.0,2,-1,4,-0.4,-0.4,0.5,-0.9,1.3,0,-2.5
CCSc1nc2sc3c(c2c(=O)[nH]1)CCc1ccccc1-3,5.4,0,-5,1,1.5,0.6,0.8,-0.9,-0.9,0,4.9
CNc1oc(-c2ccc(C)cc2)nc1P(=O)(c1ccccc1)c1ccccc1,-2.3,1,0,3,3.9,1.2,0.8,-1.4,0.1,1,-2.3
CC(C)OC(=O)c1c(NC(=O)c2ccco2)sc2c1CCCCC2,1.6,-3,-6,-5,3.1,-0.1,0.5,-0.9,-0.5,2,-0.2
Cc1ccc(S(=O)(=O)NCc2ccc3c(c2)OCO3)cc1C,-0.8,0,3,-5,2.6,-0.2,0.2,-1.6,-0.4,1,0.8
CC1CCN(S(=O)(=O)c2cccc(C(=O)NC3CCCC3)c2)CC1,-2.2,-2,0,-11,0.5,-1.3,-0.3,-1.1,0.2,0,-2.6
OC[C@H]1O[C@@H](c2nc(-c3ccccc3Br)no2)[C@H](O)[C@@H](O)[C@H]1O,-0.4,2,4,-7,2.6,1.7,-3.0,-1.1,·,0,-1.0
COc1ccc(N(CC(O)Cn2c(C)nc3ccccc32)S(=O)(=O)c2ccccc2)cc1 (centres undefined),-0.3,-2,-4,-1,-2.5,-0.6,0.5,-2.2,0.2,-2,-1.6
Cc1cc(NC(=O)CCC(=O)N(c2ccccc2)C(C(=O)NC2CCCC2)c2cccs2)no1 (centres undefined),0.2,-1,-11,-2,-1.1,-0.5,-2.3,-0.9,0.9,-5,-1.4
Cc1ccc(-c2c(C(=O)NC(C)C)oc(=O)c3ccccc23)cc1,-1.7,3,-15,-2,0.4,-0.5,0.4,-1.4,-0.7,-2,-0.5

# An excerpt of these results, with tabs:
canonical_smiles	PG9 Ab binder	ADAM17 inh	NPR1 activator	ADAM10 inh	GAA850 FXN act	DAX1 inh-1	hgDAF-12 ag	ssDAF12 agonist	DAX1 inh-2	SMARCA2 act	hcDAF12 agonist
Cc1ccc(S(=O)(=O)NCc2ccc3c(c2)OCO3)cc1C	-0.8	0	3	-5	2.6	-0.2	0.2	-1.6	-0.4	1	0.8
CC1CCN(S(=O)(=O)c2cccc(C(=O)NC3CCCC3)c2)CC1	-2.2	-2	0	-11	0.5	-1.3	-0.3	-1.1	0.2	0	-2.6
OC[C@H]1O[C@@H](c2nc(-c3ccccc3Br)no2)[C@H](O)[C@@H](O)[C@H]1O	-0.4	2	4	-7	2.6	1.7	-3.0	-1.1	·	0	-1.0
COc1ccc(N(CC(O)Cn2c(C)nc3ccccc32)S(=O)(=O)c2ccccc2)cc1 (centres undefined)	-0.3	-2	-4	-1	-2.5	-0.6	0.5	-2.2	0.2	-2	-1.6

# Continued:
SMILES,PG9 Ab binder,ADAM17 inh,NPR1 activator,ADAM10 inh,GAA850 FXN act,DAX1 inh-1,hgDAF-12 ag,ssDAF12 agonist,DAX1 inh-2,SMARCA2 act,hcDAF12 agonist
CC(=O)Oc1ccc(-c2nc3cc(Cl)ccc3c(=O)o2)cc1,-1.5,-1,1,-2,1.9,-0.2,1.2,-0.6,-0.5,-1,-1.9
COC(=O)c1cccc(CN2C(=O)C(C)Sc3ccc(C#N)cc32)c1 (centres undefined),0.2,-1,-12,-8,-1.0,0.2,-2.9,-1.6,·,-2,-1.2
COc1cccc(N2CC(C(=O)Nc3c(C(N)=O)oc4ccccc34)CC2=O)c1 (centres undefined),-2.9,0,-2,2,-1.3,1.1,1.4,-1.3,1.3,6,2.4
CCC(C)Oc1ccc(C(=O)Nc2ccc(CN3CCOCC3)cc2)cc1 (centres undefined),-1.2,1,3,5,0.7,-1.4,-3.1,-2.1,-4.4,-2,-2.7
COc1ccc(CNC(=O)c2nnn(CC(=O)Nc3cc(C)cc(C)c3)c2N)cc1,-3.0,1,-2,-2,-0.9,0.4,0.2,-0.9,0.5,-2,-1.0
COc1ccc(C(=O)c2cc(C(C)=O)c(Nc3ccccc3)s2)cc1,-2.3,0,2,-2,3.6,-0.1,-1.6,-0.3,0.2,-1,0.3
Cc1ccc(NC(=O)N2CCC(N(C)CCC(C)C)CC2)cc1F,·,2,4,-5,·,-0.8,1.4,-1.2,·,-1,0.3
CSC1=NC2C(N1)N(C)C(=O)N2C (centres undefined),0.7,-4,3,-1,-0.4,0.0,-0.9,-1.5,0.8,1,-1.8
C[C@H](O)[C@@H]1CN2CCc3c([nH]c4c(-c5ccccc5)cccc34)[C@@H]2C[C@@H]1N(C)C(=O)c1ccco1,·,-20,-3,-63,·,-0.8,-2.9,-0.7,·,1,-3.2
O=C(Nc1cccc(S(=O)(=O)NC2=NCCC2)c1)c1c(F)cccc1Cl,0.2,-1,2,-2,0.3,-0.1,-1.2,-1.1,0.0,-1,-0.2
Cc1ccc(N2C(=O)C3C4C=CC(CNC(=S)N5CCN(c6ccccc6)CC5)(O4)C3C2=O)cc1 (centres undefined),4.0,-2,3,19,1.5,-0.2,-2.4,-0.8,0.9,4,0.0
CC(=O)N[C@@H](Cc1ccc(OC(F)(F)F)cc1)C(=O)O,-3.8,2,-1,0,0.7,0.1,0.5,-0.8,0.2,-2,-0.7
COC(=O)[C@]1(C)N[C@H](CN(C)S(=O)(=O)c2ccc(OC(F)(F)F)cc2)[C@@H]2C(=O)N(C)C(=O)[C@@H]21,-1.6,-3,8,-10,0.2,-1.7,-0.1,-1.4,0.8,3,-0.4
CN(C)C1=NCCN1CCC1CCCCC1,0.3,-4,-1,-6,-1.1,-0.4,-2.0,-1.2,0.9,2,-0.3
O=C(NNC(=O)c1c(F)cccc1F)c1ccccc1OC(F)(F)F,-1.0,4,7,0,-0.4,0.1,0.1,-1.0,3.6,-3,-1.8
CCn1c(CC(=O)Nc2ccc(OC)cc2)nnc1SCC(=O)N1CCOCC1,-0.4,-4,4,6,0.3,-0.1,-0.9,-1.3,2.4,-1,-1.1
O=C(Cc1cccs1)NNC(=O)c1ccc(F)cc1,-1.2,-1,-1,-3,1.2,-0.1,-3.1,-1.9,1.4,-1,-0.8
COc1cc(-c2nnc(SCC(=O)OC3CCCCC3)o2)cc(OC)c1OC,-0.6,6,0,13,4.4,0.1,-0.7,-1.0,0.7,-5,1.1
CO/N=C(/c1nonc1N)N1CCN(c2ccc([N+](=O)[O-])cc2)CC1,0.3,4,-3,12,1.4,-0.2,0.4,-0.3,-0.6,-1,-2.4
Cc1ccc(C(=O)OCC(=O)NCCC2=CCCCC2)cc1N,0.3,3,2,2,-1.5,-0.4,3.3,-0.6,0.2,-2,-1.8
CCC1CCCCN1C(=O)CCC(=O)Nc1nnc(C(F)(F)F)s1 (centres undefined),-1.6,1,2,4,0.8,-0.6,-1.8,-0.9,0.5,3,-0.8

# Full records as entered above.
# CC(C)OC(=O)c1c(NC(=O)c2ccco2)sc2c1CCCCC2 is listed with PG9 Ab binder = 1.6; ADAM17 inh = -3; NPR1 activator = -6; ADAM10 inh = -5; GAA850 FXN act = 3.1; DAX1 inh-1 = -0.1; hgDAF-12 ag = 0.5; ssDAF12 agonist = -0.9; DAX1 inh-2 = -0.5; SMARCA2 act = 2; hcDAF12 agonist = -0.2
# Cc1ccc(S(=O)(=O)NCc2ccc3c(c2)OCO3)cc1C is listed with PG9 Ab binder = -0.8; ADAM17 inh = 0; NPR1 activator = 3; ADAM10 inh = -5; GAA850 FXN act = 2.6; DAX1 inh-1 = -0.2; hgDAF-12 ag = 0.2; ssDAF12 agonist = -1.6; DAX1 inh-2 = -0.4; SMARCA2 act = 1; hcDAF12 agonist = 0.8
